Screening data: PubChem, several laboratories
GASC-1 inh = blocks human GASC-1 demethylase activity; GST-JMJD2C(1-420) H3K9me3 demethylation, DELFIA europium; inhibition, % at 2.35 µM; actives 0.069% (n = 330,000); AID 2099;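 active = more than half of a compound's replicate wells show inhibition beyond 50%, single wells judged on their own value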;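 also: signal counts dimethyl H3K9 product captured on neutravidin plate; 0% = median of DMSO wells and 100% = 0.3 times that DMSO median; strong numbers were not always called active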
PREPL inhibitor = human PREPL enzyme inhibition. recombinant PREPL, fluorescence polarization activity-based probe. inhibition, % at 5.96 µM. actives 0.68% (n = 320,000). Q4J6C6; in the data active = inhibition above about 43%;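 also: 0% = enzyme with DMSO and 100% = wells lacking enzyme; many of its hits are not listed in these tables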
Target sequence (Q4J6C6 whole entry, looked up): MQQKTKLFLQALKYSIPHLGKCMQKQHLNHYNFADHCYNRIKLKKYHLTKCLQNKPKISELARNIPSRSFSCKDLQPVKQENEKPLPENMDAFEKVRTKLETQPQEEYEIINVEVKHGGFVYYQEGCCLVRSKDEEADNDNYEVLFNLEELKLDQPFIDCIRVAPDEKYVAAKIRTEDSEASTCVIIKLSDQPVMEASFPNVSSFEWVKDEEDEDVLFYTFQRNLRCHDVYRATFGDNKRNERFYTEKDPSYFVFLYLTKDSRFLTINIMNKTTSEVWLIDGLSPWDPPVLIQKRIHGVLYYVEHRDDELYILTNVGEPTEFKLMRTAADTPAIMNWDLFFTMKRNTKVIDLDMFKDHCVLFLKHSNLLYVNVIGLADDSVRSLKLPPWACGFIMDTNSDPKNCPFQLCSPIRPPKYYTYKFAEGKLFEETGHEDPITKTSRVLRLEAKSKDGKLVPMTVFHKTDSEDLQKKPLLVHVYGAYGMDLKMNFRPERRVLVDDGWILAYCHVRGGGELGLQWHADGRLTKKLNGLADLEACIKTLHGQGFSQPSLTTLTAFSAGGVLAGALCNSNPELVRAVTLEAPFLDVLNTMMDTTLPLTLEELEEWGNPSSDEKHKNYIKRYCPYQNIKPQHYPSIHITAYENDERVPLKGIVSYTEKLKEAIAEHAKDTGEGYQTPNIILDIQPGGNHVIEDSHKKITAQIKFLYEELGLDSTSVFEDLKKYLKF
Efflux pump mplx = antifungal efflux pump inhibition, Nile Red retention; S. cerevisiae Candida pump triplex; inhibition, % at 10 µM; actives 0.44% (n = 330,000); AID 485275;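 active = plate passing quality check with inhibition over a set limit, or well fluorescence over plate mean plus 4 SD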;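 also: Nile Red retained in pooled yeast measured as flow cytometry median fluorescence; 0% = buffer negative control and 100% = Enniatin B positive control; higher means more Nile Red kept so more efflux inhibition; some compounds called inactive have numbers as strong as hits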
The depositor's hits bear a star; . = no result given.

SMILES	GASC-1 inh	PREPL inhibitor	Efflux pump mplx
CCN(CC)CCCNC(=S)N1CCN(c2nc3ccccc3n2CC)CC1	11.2	.	-0.1
COc1ccc(NC(=O)NNC(=O)c2ccc(-c3ccccc3)cc2)c(OC)c1	-7.3	.	0.0
Cc1ccc(C)c(NC(=O)c2cc(-c3ccccc3O)n[nH]2)c1	-1.5	.	-0.2
CC1(C(=O)N2CCOCC2)CCCCC1	16.7	.	-0.1
COc1cc(NC(=S)N2CCN(S(C)(=O)=O)CC2)cc(OC)c1	8.9	.	0.0
O=C(O)CCC(=O)Nc1cccc(-c2nc3ccccc3o2)c1	34.7	.	0.0
O=C(O)CCCN1C(=O)c2ccccc2Sc2ncccc21	2.7	.	0.0
Cc1ccc(C(C)NC(=S)NC2CCCCC2)c(C)c1 (stereo not given)	12.4	.	0.1
Cc1cccc(/C=N/n2c(COc3ccccc3)n[nH]c2=S)c1	2.9	.	0.1
Cc1ccnc(NS(=O)(=O)c2ccc(NC(=O)c3oc4ccc(F)cc4c3C)cc2)n1	-4.8	.	0.1
COc1ccc(NC(=S)N2CCN(S(=O)(=O)c3ccccc3)CC2)cc1	10.2	.	-0.1
Cc1cc(=O)oc2c3c(cc(OCC(=O)NCCC(=O)O)c12)OC(C)(C)CC3	2.3	.	0.1
C/C(=N/NS(=O)(=O)c1ccc(C(C)(C)C)cc1)c1ccc2c(c1)OCO2	-1.2	.	-0.1
CCC(=O)NCCc1nc2cc(NC(=O)c3ccc(Cl)cc3)ccc2n1C	2.5	.	0.0
COc1cc(C(=O)N/N=C/c2ccc(OC(=O)c3cccc(C)c3)cc2)ccc1O	3.5	.	0.0
NC(=O)c1cc([N+](=O)[O-])ccc1NCCc1ccccc1	-4.8	.	-0.1
COCCn1c(SCc2cccc(F)c2)nc2cc(C(=O)OC)ccc2c1=O	3.8	.	0.1
CCOc1ccccc1C1c2[nH]c3ccccc3c2C[C@H]2C(=O)N(C3CCN(Cc4ccccc4)CC3)CC(=O)N12 (stereo not given in full)	-8.3	.	0.1
CSc1ccc(CN2CCSCC2)cc1	6.5	.	0.1
CCCN(CCC)c1nc(-c2ccccn2)nc2ccccc12	-10.7	.	0.1
Cc1cccn2c(=O)c(C=O)c(Nc3ccc(S(N)(=O)=O)cc3)nc12	-0.9	.	-0.1
CCC(NC(=S)NC1CCCCC1)c1ccccc1 (stereo not given)	-3.0	.	0.0
Cc1ccc(N=Nc2cc(C)ccc2O)c(C)c1	3.7	.	0.0
CCOC(=O)C(CC(=O)c1ccccc1)CC(=O)c1ccccc1	-2.1	.	0.1
Cc1ccc(NC(=O)CCOc2ccccc2)c(C)c1	0.8	.	-0.1
COCCCNC(=O)C(C)N1c2cccc3cccc(c23)S1(=O)=O (stereo not given)	3.3	.	0.0
CCCCOc1ccc(Cn2c(=O)oc3ccccc32)cc1	7.5	.	0.2
CCOc1ccc(N(CC(=O)Nc2c(C)n(C)n(-c3ccccc3)c2=O)S(=O)(=O)c2ccc(F)cc2)cc1	1.3	.	0.0
CC1CN(c2ccc([N+](=O)[O-])c(NCCOc3ccc(Cl)cc3)c2)CC(C)N1 (stereo not given)	3.9	.	-0.1
Cc1ccc(NC(=O)Nn2cnnc2)cc1	-2.3	.	0.0
C/C(=N\NC(=O)Cc1c(F)cccc1Cl)c1cccnc1	-4.7	.	0.1
CC(=O)Nc1ccc(S(=O)(=O)N2CCN(c3ccc([N+](=O)[O-])cc3)CC2)cc1	7.0	.	0.1
COc1cccc(NC(=O)Nn2cnnc2)c1	1.8	.	0.1
COc1cc(/C=N\NC(=O)c2ccc(-c3ccccc3)cc2)ccc1OCC(N)=O	0.6	.	0.1
Cc1nc(NC(=O)C2CC2)sc1C(=O)Nc1cccc(Cl)c1	1.1	.	0.0
Oc1c(Br)cc(/C=N/n2c(-c3ccccc3)n[nH]c2=S)c(O)c1Br	-5.3	.	0.0
O=C(C1CCC(=O)N(C2CC2)C1)N1CCN(c2cccc(Cl)c2)CC1 (stereo not given)	0.1	.	0.0
C=CCn1c(=O)c(C(=O)Nc2ncccc2O)c(O)c2ccccc21	4.8	.	-0.1
COc1cc(Br)cc(CN2CCN(c3ncccn3)CC2)c1O	3.0	.	-0.1
CCC1CCC/C1=N\NC(=O)c1ccoc1C (stereo not given)	-7.2	.	0.3

Part of the list above in order of count of non-hydrogen atoms, largest number first:
SMILES	GASC-1 inh	PREPL inhibitor	Efflux pump mplx
CCOc1ccc(N(CC(=O)Nc2c(C)n(C)n(-c3ccccc3)c2=O)S(=O)(=O)c2ccc(F)cc2)cc1	1.3	.	0.0
COc1cc(/C=N\NC(=O)c2ccc(-c3ccccc3)cc2)ccc1OCC(N)=O	0.6	.	0.1
CC1CN(c2ccc([N+](=O)[O-])c(NCCOc3ccc(Cl)cc3)c2)CC(C)N1 (stereo not given)	3.9	.	-0.1
C=CCn1c(=O)c(C(=O)Nc2ncccc2O)c(O)c2ccccc21	4.8	.	-0.1
CCOC(=O)C(CC(=O)c1ccccc1)CC(=O)c1ccccc1	-2.1	.	0.1
COc1cc(Br)cc(CN2CCN(c3ncccn3)CC2)c1O	3.0	.	-0.1
Cc1nc(NC(=O)C2CC2)sc1C(=O)Nc1cccc(Cl)c1	1.1	.	0.0
C/C(=N\NC(=O)Cc1c(F)cccc1Cl)c1cccnc1	-4.7	.	0.1
Cc1ccc(NC(=O)CCOc2ccccc2)c(C)c1	0.8	.	-0.1
CCC(NC(=S)NC1CCCCC1)c1ccccc1 (stereo not given)	-3.0	.	0.0
Cc1ccc(N=Nc2cc(C)ccc2O)c(C)c1	3.7	.	0.0
CCC1CCC/C1=N\NC(=O)c1ccoc1C (stereo not given)	-7.2	.	0.3
Cc1ccc(NC(=O)Nn2cnnc2)cc1	-2.3	.	0.0

(continued)
SMILES	GASC-1 inh	PREPL inhibitor	Efflux pump mplx
C/C(=N/NC(=O)c1ccc(-c2ccccc2)cc1)c1cccc(O)c1	3.0	.	0.0
CCOc1cc(/C=N/NC(=O)C2CC2)ccc1OC(C)C	7.2	.	0.1
COc1cccc(CN2CCNC(=O)C2CC(=O)N(C)Cc2nc(C)cs2)c1OC (stereo not given)	1.4	.	0.3
COc1ccc(/C=C(\NC(=O)c2ccco2)C(=O)Nc2ccc(C(C)=O)cc2)cc1	4.9	.	0.1
Cc1cn(C2CCC(CO)O2)c(=O)[nH]c1=O (stereo not given)	-8.3	.	0.0
O=C(NCCOC(=O)c1c(F)cccc1Cl)c1c(F)cccc1Cl	-8.7	.	0.1
COc1cc(NC(=O)NCC2CCN(Cc3ccccc3C)CC2)cc(OC)c1OC	6.7	.	0.1
CCCC(=O)Nc1ccc2c(c1)nc1n2CCN(CCOC)C1	-1.7	.	0.0
N#C/C(=C\c1c(N2CCN(c3ccccc3)CC2)nc2ccccn2c1=O)C(N)=O	-5.3	.	0.1
C=CCOc1ccc(/C=N/NC(=O)C2CCCC2)cc1OCC	-1.4	.	-0.1
COc1ccc(NC(=O)Nc2nnc(Cc3ccc(F)cc3)s2)cc1	-3.9	.	0.0
CCCCN(CC)C(=O)Cn1ncc2c3ccccc3n(CCC)c2c1=O	-3.9	.	-0.1
O=C(O)CCNC(=O)COc1ccc2c3c(c(=O)oc2c1)CCCC3	-1.8	.	0.0
Cc1ccc(C(O)c2nc3ccccc3n2C)cc1 (stereo not given)	0.6	.	-0.1
CC[C@@H](C)[C@H](NC(=O)Cc1c(C)c2c(cc(C)c3c(C)coc32)oc1=O)C(=O)O	1.4	.	0.0
COc1cc(NC(=O)NCC2CCN(Cc3ccccc3F)CC2)cc(OC)c1	-5.5	.	0.1
O=C(c1ccc(Cl)cc1)N1CCOc2ccccc21	-2.4	.	0.2
COC(=O)c1ccccc1-n1c(C)nc(=O)c(-c2ccccc2)c1C	0.1	.	-0.1
COc1ccc2[nH]c(C(=O)N3CCN(C)CC3)c(C)c2c1	-1.1	.	0.2
O=C(c1ccoc1)N1CCC2(CCCN(Cc3ccc(F)c(F)c3)C2)C1 (stereo not given)	-6.6	.	-0.1
O=C(O)c1ccccc1	.	3.9	-0.1
c1nc(NCc2ccc3c(c2)OCO3)c2cc(-c3ccc4c(c3)OCCO4)ccc2n1	.	22.5	-0.2
Cc1ccccc1S(=O)(=O)N1[C@@H](c2ccc(Br)cc2)C(C(=O)O)=CC[C@H]1c1ccc(Cl)cc1	.	15.6	0.5
COc1ccc(/C=C(/C(=O)N2CCCCC2C(=O)O)c2ccc(OC)c(OC)c2)cc1 (stereo not given)	.	5.2	0.1
O=C(/C=C/c1ccc([N+](=O)[O-])cc1)OCC(=O)c1ccc[nH]1	.	5.5	0.3
C#CCCC/C(=C\C(=O)N(C)[C@H](C(=O)N(C)[C@H](C(=O)N(C)[C@H](C(=O)N(C)[C@H](C(N)=O)C(C)C)C(C)C)C(C)C)C(C)C)OC	.	23.4	0.2
CCN1C(=O)[C@H]2[C@@H](c3ccc(-c4ccc(OC)cc4)c(OC)c3)N[C@@](CC(C)C)(C(=O)OC)[C@H]2C1=O	.	6.5	0.2
COc1cc2oc(=O)ccc2cc1-c1c(OC)ccc2ccc(=O)oc12	.	7.4	0.1
O=C(NS(=O)(=O)NC1CCCCC1)C1=C(N2CCCC2)COC1=O	.	3.5	-0.1
C[C@H](CO)N1C[C@H](C)[C@@H](CN(C)C)Oc2c(NC(=O)Cc3ccccc3)cccc2C1=O	.	16.0	0.5
CC(C)(C)OC(=O)C[C@H]1C/C=C\C[C@@H](CC(=O)N[C@H](CO)Cc2ccccc2)C(=O)NC[C@@H](c2ccccc2)OC1=O	.	16.5	0.1
C=CC[C@@H](CC(=O)N[C@H](CO)Cc1ccccc1)C(=O)NCCOC(=O)[C@@H](CC=C)CC(=O)OC(C)(C)C	.	7.3	0.4
CC[C@@]1(C(=O)OC)N[C@H](CN(C)C(=O)c2ccc(C)cc2)[C@@H]2C(=O)N(Cc3ccccc3)C(=O)[C@@H]21	.	5.2	0.7
C=CC[C@@H](CC(=O)N(CCO)Cc1ccccc1)C(=O)NCCOC(=O)[C@@H](CC=C)Cc1ccc(F)cc1	.	14.8	0.8
O=C(COC(=O)Cc1ccc(Cl)cc1)NCc1ccco1	.	-1.5	0.0
C=CC[C@@H](CC(=O)NCCO)C(=O)N[C@@H](COC(=O)[C@@H](CC=C)Cc1ccc(F)cc1)Cc1ccccc1	.	2.9	-0.4
CCC(C)Sc1cccc(-c2nc3cc(C)ccn3c2NC2CCCCC2)c1 (stereo not given)	.	14.0	0.3
CON(C)C(=O)C[C@@H]1C[C@H](OC(=O)c2ccc([N+](=O)[O-])cc2)CN1C(=O)OC(C)(C)C	.	5.6	-0.1
CCN1C(=O)[C@H]2[C@@H](c3ccc(-c4ccc5c(c4)OCO5)c(OC)c3)N[C@@](C)(C(=O)OC)[C@H]2C1=O	.	9.5	-0.4
CC(C)NC(=O)N(C)C[C@H]1Oc2ccc(NS(=O)(=O)c3ccc(Cl)cc3)cc2CC(=O)N([C@@H](C)CO)C[C@@H]1C	.	19.6	-0.2
C=CC[C@H](CC(=O)N(CCO)Cc1ccccc1)C(=O)N[C@H](COC(=O)[C@H](CC=C)CC(=O)OC(C)(C)C)Cc1c[nH]c2ccccc12	.	20.6	1.3
CC[C@@]1(C(=O)OC)N[C@H](CN(C)C(=O)COc2ccccc2)[C@@H]2C(=O)N(C)C(=O)[C@@H]21	.	13.1	-0.7

Entries of single compounds from above. Values in the order: GASC-1 inh, PREPL inhibitor, Efflux pump mplx
CON(C)C(=O)C[C@@H]1C[C@H](OC(=O)c2ccc([N+](=O)[O-])cc2)CN1C(=O)OC(C)(C)C is entered as ., 5.6, -0.1
O=C(COC(=O)Cc1ccc(Cl)cc1)NCc1ccco1 is entered as ., -1.5, 0.0

Some of the compounds tested; count on the stated rates, not on these rows.
